FXIa inh mix = FXIa protease inhibitors in compound pools, primary screen, biochemical, 10-compound mixtures. Coagulation factor XI (Homo sapiens), P03951. purified FXIa, fluorogenic substrate, pooled mixtures. inhibition, % at 5 µM. 62,000 tested, 0.19% active. AID 680, 2007;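 further: each value is inhibition by a whole ten-compound pool holding the compound; 0% = enzyme with no mixture and 100% = wells lacking enzyme; strong numbers were not always called active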
C1s block = complement C1s protease inhibitors, primary screen, biochemical, 10-compound mixtures | Complement C1s subcomponent (Homo sapiens), P09871 | purified C1s, fluorogenic AMC substrate, pooled mixtures | mean inhibition % of two 10-compound mixtures (stronger effect = higher value), % at 5 µM (by protocol) | 62,000 tested, 0.16% active | AID 538, 2006;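 active means inhibition above 20% in each of the two 10-compound mixture wells holding the compound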;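 further: 0% = enzyme wells lacking compound mixture and 100% = no-enzyme blank wells; some compounds called inactive have numbers as strong as hits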
CatG inh = human cathepsin G inhibitors, primary screen, biochemical, pooled compound mixtures, AMC fluorescence. purified enzyme, AMC-tetrapeptide fluorescence. P08311. 62,000 tested, 0.2% active. AID 581, 2007. inhibition, % at 5 µM (by protocol);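 active means inhibition above 20% in each of the two mixture wells holding the compound; inactive means inhibition of 20% or less in either well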;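 further: 0% = enzyme control without mixture and 100% = blank lacking enzyme; strong numbers were not always called active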
MKP-1 inh = MKP-1 phosphatase inhibitors, primary screen, biochemical, in vitro | Dual specificity protein phosphatase 1 (Homo sapiens), P28562 | 65,000 tested, 0.15% active | recombinant MKP-1, OMFP hydrolysis fluorescence | inhibition, %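 (compounds tested at a single concentration somewhere between 10 and 100 µM)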;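 active means inhibition above about 50%, limit read from the data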;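 further: 0% = DMSO max control wells and 100% = wells with enzyme stopped by NaOH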
CatL block = inhibitors of human cathepsin L, biochemical; Procathepsin L (Homo sapiens), P07711; purified cathepsin L, fluorogenic substrate, fluorescence; inhibition, %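 (tested at 10 µM)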; 58,000 tested, 0.17% active; in the data active means inhibition above about 45%;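 further: 0% = enzyme with no compound and 100% = no enzyme blank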
HTR1A agonist = human 5-HT1a receptor agonists, primary screen, cell-based, CHO, Ga15 NFAT-bla reporter; activation, % at 10 µM; 5-hydroxytryptamine receptor 1A (Homo sapiens), P08908; CHO 5-HT1a Ga15 NFAT-bla reporter, FRET ratio; 0% basal, 100% maximal reference agonist; 65,000 tested, 0.56% active;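 active means activation above the screen-wide mean activation plus 3 SD, cut at about 19% in these data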;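 further: 0% = DMSO wells and 100% = 5-CT at EC100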
Target sequence (P08908 whole entry, looked up): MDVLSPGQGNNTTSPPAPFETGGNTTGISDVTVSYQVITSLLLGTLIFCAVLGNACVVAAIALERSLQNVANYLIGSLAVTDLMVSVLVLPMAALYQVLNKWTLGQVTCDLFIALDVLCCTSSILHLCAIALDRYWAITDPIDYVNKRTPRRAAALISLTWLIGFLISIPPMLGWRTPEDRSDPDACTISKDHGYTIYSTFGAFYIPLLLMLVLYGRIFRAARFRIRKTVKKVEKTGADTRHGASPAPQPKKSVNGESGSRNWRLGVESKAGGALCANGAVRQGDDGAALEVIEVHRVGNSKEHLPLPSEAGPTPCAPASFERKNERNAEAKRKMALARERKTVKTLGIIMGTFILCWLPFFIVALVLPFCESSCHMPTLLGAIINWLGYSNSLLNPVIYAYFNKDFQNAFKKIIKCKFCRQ
FXIIa mix inh = human factor XIIa inhibitors, primary screen, biochemical, pooled compound mixtures, fluorogenic substrate; Coagulation factor XII (Homo sapiens), P00748; purified FXIIa; inhibition, % at 5 µM; 62,000 tested, 0.2% active;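 further: 0% = enzyme without compound and 100% = no enzyme blank; some results filed as inactive read as strong as hits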
Target sequence (P00748 20-372 limits assumed): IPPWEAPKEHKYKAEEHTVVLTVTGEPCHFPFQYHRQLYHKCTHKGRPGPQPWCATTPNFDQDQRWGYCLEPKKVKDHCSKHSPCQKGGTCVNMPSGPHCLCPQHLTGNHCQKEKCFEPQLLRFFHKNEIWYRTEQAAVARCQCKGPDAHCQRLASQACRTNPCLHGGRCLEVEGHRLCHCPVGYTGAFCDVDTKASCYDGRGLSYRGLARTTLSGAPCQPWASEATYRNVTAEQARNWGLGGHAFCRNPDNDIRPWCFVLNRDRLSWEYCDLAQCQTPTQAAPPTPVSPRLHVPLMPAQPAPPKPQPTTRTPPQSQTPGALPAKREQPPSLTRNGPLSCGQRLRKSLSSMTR
Target sequence (P00748 373-615 limits assumed): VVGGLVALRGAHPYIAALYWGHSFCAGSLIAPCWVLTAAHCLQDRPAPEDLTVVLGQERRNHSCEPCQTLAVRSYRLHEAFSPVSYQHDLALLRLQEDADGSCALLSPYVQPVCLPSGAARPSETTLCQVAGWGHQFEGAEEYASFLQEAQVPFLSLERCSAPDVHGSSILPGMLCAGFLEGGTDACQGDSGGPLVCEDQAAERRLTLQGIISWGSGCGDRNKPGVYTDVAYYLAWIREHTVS
Cdc25B inh = inhibitors of Cdc25B phosphatase catalytic domain, primary screen, biochemical, OMFP fluorescence; AID 368, 2006; recombinant Cdc25B, OMFP fluorescence Ex485/Em525; inhibition, %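 (compounds tested at 10 µM final in the well)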; 65,000 tested, 0.1% active; M-phase inducer phosphatase 2 (Homo sapiens), P30305; in the data active means inhibition above about 50%
Hsp90 inh = tumor Hsp90 inhibitors, primary screen, cell lysate, fluorescence polarization, NCI-N417 lysate; 64,000 tested, 0.35% active; inhibition, % at 30 µM; AID 429, 2006; Heat shock protein HSP 90-alpha (Homo sapiens), P07900; Cy3B-geldanamycin FP displacement;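 active means inhibition above 50%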;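 further: 0% = tracer plus lysate wells and 100% = tracer alone without lysate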
The depositor's hits bear a star; . = no result given. Unless noted, no stated cut-off is given here; in the data, active means inhibition above about 20% (passing the limit was not always enough); inactive means the rest.

SMILES	FXIa inh mix	C1s block	CatG inh	MKP-1 inh	CatL block	HTR1A agonist	FXIIa mix inh	Cdc25B inh	Hsp90 inh
COCCCNc1ncnc2c1cnn2-c1ccc(C)cc1C	.	.	.	-4	.	-0.2	.	-9	-2
COc1cc(C)c(Br)cc1S(=O)(=O)N1CCOCC1	5	12	-11	0	5	1.4	-15	-34	-2
CCSc1nnc(NC(=O)c2cccs2)s1	3	-34	-1	8	.	3.7	3	-11	1
O=C(c1coc2ccc(O)c(CN3CCOCC3)c12)C1CC1	9	0	0	7	0	1.7	3	1	0
O=C(COC(=O)C1CC(=O)N(C2CCCCC2)C1)c1ccc(F)cc1 (configuration not stated)	13	24	21	-1	.	0.6	1	5	-1
N#Cc1c2c(c(=S)n(-c3ccccc3)c1N)CCCC2	3	-5	1	1	-2	-1.9	1	2	2
CNC(=O)c1cc2cc(Cl)cc(OC)c2oc1=O	-7	-16	5	8	10	0.4	-12	-2	-7
O=C(NCc1ccc(F)cc1)c1cnc2n(c1=O)CCS2	3	9	10	11	15	-1.1	3	-14	-2
COc1cc2[nH]c(=S)n(CCN3CCCCC3C)c(=O)c2cc1OC (configuration not stated)	4	4	1	-1	18	-3.2	4	-11	-2
O=C(CCN(CCO)Cc1ccccc1)Nc1ccc(Br)cc1	-1	0	-3	-12	2	-2.7	-16	-8	-2
COc1ccc(CCNC(=O)C2CCN(S(=O)(=O)N3CCCCC3)CC2)cc1OC	0	-33	0	-3	-3	-0.5	11	-5	0
CCCn1nc(Oc2nc(SC)nc(N(C)C)n2)ccc1=O	.	.	.	-15	-1	4.4	.	2	3

Filtered by structure, the compounds so far containing four or more nitrogen atoms
SMILES	FXIa inh mix	C1s block	CatG inh	MKP-1 inh	CatL block	HTR1A agonist	FXIIa mix inh	Cdc25B inh	Hsp90 inh
COCCCNc1ncnc2c1cnn2-c1ccc(C)cc1C	.	.	.	-4	.	-0.2	.	-9	-2
CCCn1nc(Oc2nc(SC)nc(N(C)C)n2)ccc1=O	.	.	.	-15	-1	4.4	.	2	3

More entries.
SMILES	FXIa inh mix	C1s block	CatG inh	MKP-1 inh	CatL block	HTR1A agonist	FXIIa mix inh	Cdc25B inh	Hsp90 inh
CCOCCn1c(SCc2ccccc2)nc2c1c(=O)[nH]c(=O)n2C	5	-28	-2	2	9	-3.7	10	-14	-3
CC(C)CCn1cnc2c(c1=O)c1nc3ccccc3nc1n2Cc1ccc2c(c1)OCO2	2	-48	-6	-11	-14	-2.2	2	2	-1
Cc1c(S(=O)(=O)N2CCN(C(=O)c3ccco3)CC2)c(=O)n(C)c(=O)n1C	6	1	-5	1	4	-4.0	10	-9	-2
O=C(O)c1ccc(NS(=O)(=O)c2cccc3cccnc23)cc1	5	-1	-1	-2	-3	-2.2	-16	1	-2
CCOC(=O)NC1(Nc2ccc(Cl)cn2)Oc2ccccc2O1	5	0	-3	-4	10	-2.3	3	-15	50*
O=C(Oc1cccc2c(OC(=O)N3CCOCC3)cccc12)N1CCOCC1	-23	-92	-12	28	-6	1.1	4	-4	1
COc1cc2c(=O)n(Cc3ccccc3)c(=O)n(CC(=O)C(C)(C)C)c2cc1OC	0	-31	-6	3	-4	-0.6	3	-1	.
Clc1ccc(C2Nc3ccccc3-n3cccc32)cc1 (configuration not stated)	2	-7	-16	-16	-226	8.1	10	-13	-1
Cc1[nH]n(C(C)(C)C)c(=O)c1Sc1ccc(Cl)cc1	4	8	9	-4	-3	-0.8	2	8	0
CCOc1ccc(OCC)c(NC(=O)C2CCN(S(=O)(=O)c3c(C)noc3C)CC2)c1	-6	-14	-1	-4	4	0.3	-12	-3	-1
Cc1cc2cc3c(cc2nc1SCC(=O)O)OCCO3	1	-7	-1	4	.	-2.6	-1	2	-4
CCc1c(C)c2c(C)nn(-c3ccccc3)c2[nH]c1=O	-26	-146	-12	-5	0	1.3	1	-4	-6
CCOC(=O)C1CN(c2cc3c(cc2F)c(=O)c(C(=O)O)cn3CC)OC1C(=O)OCC (configuration not stated)	5	5	7	-5	5	-2.0	8	1	-2
Cc1cnc(NC(=O)CSc2ncc(-c3ccccc3)n2Cc2ccco2)s1	4	1	-1	2	-3	0.3	0	-16	2
CCCn1nc(NC(=O)c2ccncc2)c2cc3ccccc3nc21	6	4	-3	-1	6	-2.7	10	3	-6
Cc1c(NC(=O)c2ccc3c(c2)OCO3)c(=O)n(-c2ccccc2)n1C	4	-19	-4	3	.	.	5	-16	.
CCN(CC)Cc1cc(C(C)=O)ccc1OCC(C)C	.	.	.	-10	26	3.8	.	13	2
CCn1nnc(NC(=O)C(C)Oc2ccc(Cl)cc2Cl)n1 (configuration not stated)	-2	-17	6	-13	.	-0.6	3	-2	0
COc1ccc(N2CCN(S(=O)(=O)c3ccc(Cl)c(C(F)(F)F)c3)CC2)cc1	8	-6	3	3	6	-3.8	17	-1	4
Cc1ccc(S(=O)(=O)c2c(C)nn(C(C)(C)C)c2OC(=O)C2CCCC2)cc1	8	12	7	12	1	9.0	3	-19	-4
COc1nc(Oc2ccc(=O)[nH]n2)nc(N2CCOCC2)n1	8	-4	3	-1	14	-1.0	6	-1	3
Cc1ccccc1-n1c(=O)cc(N2CCN(Cc3ccccc3)CC2)[nH]c1=O	-1	15	11	7	8	-1.8	7	5	-4
COc1ccc(-n2nnnc2SCC#CCO)cc1	-5	-9	9	-15	-4	-2.2	1	1	-4
CCOC(=O)C1CCCN(c2c(NCC3CCCO3)c(=O)c2=O)C1 (configuration not stated)	9	4	10	-3	.	-0.5	6	-3	-4
Cc1ccc(C(=O)N2CCCCCC2)cc1Br	9	48	12	-1	1	-3.1	6	-8	-8
O=c1c2ccccc2c(/C=N/n2cnnc2)c(O)n1-c1ccccc1F	-5	-2	5	22	23	-0.2	7	3	1
COc1ccc2c(c1)nc(N)n2Cc1ccccc1	.	.	.	-21	-1	-0.2	.	-36	1
CCS(=O)(=O)N1CCN(C(=O)c2cccnc2)CC1	4	3	-2	4	11	.	9	-5	.
CCCC(C(=O)c1ccccc1)n1cncn1 (configuration not stated)	2	-5	-7	3	-12	-0.5	6	-4	1
Cn1c(SCc2ccc(C#N)cc2Cl)nc2ccccc21	32	-9	-2	3	.	0.9	6	-3	-4
CCn1c(=NC(=O)CSCC(=O)Nc2nccs2)sc2ccccc21	4	4	0	15	11	-1.1	2	1	-4
CCOC(=O)N1CCN(C(=O)CSc2nnc(-c3cccc(OC)c3)o2)CC1	4	0	-1	10	-8	-3.9	5	1	-3
CCOc1cc(C#N)c(NC(=O)Cn2nnc3ccccc32)cc1OCC	1	4	7	26	-3	-1.7	-7	-5	-7
O=C(CN1CCNCC1)Nc1ccccc1Cl	1	-26	-14	3	-5	-3.5	2	-9	1
Cc1csc(SCc2nnc(-c3ccccc3Br)o2)n1	2	-10	-3	4	0	-1.6	6	-5	-4
CCOCCn1c(SCc2ccc(F)cc2)nc2c1c(=O)[nH]c(=O)n2C	-9	-112	-6	-1	-3	0.4	2	-4	-3

Reprinted from the part before: two compounds, then new ones.
SMILES	FXIa inh mix	C1s block	CatG inh	MKP-1 inh	CatL block	HTR1A agonist	FXIIa mix inh	Cdc25B inh	Hsp90 inh
Cc1csc(SCc2nnc(-c3ccccc3Br)o2)n1	2	-10	-3	4	0	-1.6	6	-5	-4
CCOCCn1c(SCc2ccc(F)cc2)nc2c1c(=O)[nH]c(=O)n2C	-9	-112	-6	-1	-3	0.4	2	-4	-3
COc1ccccc1NC(=O)CSc1nnc(-c2ccoc2C)n1CCc1ccccc1	2	0	-6	12	-1	0.5	11	-19	-1
COc1ccc(-c2ccc(C(=S)N3CCN(C(C)=O)CC3)o2)cc1	11	17	11	-5	-4	-0.8	6	-8	-6
COc1ccccc1-c1nnc2sc(-c3cc4ccccc4o3)nn12	7	17	13	18	13	-1.8	6	5	-3
Cc1ccccc1Nc1nc(N)nc(CN(C)c2ccccc2)n1	8	3	18	11	.	-1.5	10	-7	.
O=C(CSc1nc(-c2ccccc2)cc(C(F)(F)F)n1)NCCN1CCOCC1	-3	-3	5	4	-12	-0.5	7	-4	-2
O=C(O)CCSCCC(=O)O	3	4	11	-4	9	-0.5	5	3	0
Cc1ccc(OCC(=O)Nc2ccc(-c3nc4ncccc4o3)cc2)c(C)c1	-4	0	9	13	-12	-3.1	2	-1	-3
CCOCC(=O)N1CCCC(C(=O)OCC)C1 (configuration not stated)	7	45	11	-1	11	-1.8	3	-4	3
CCOC(=O)c1c(C)c(C(=O)NCCOC)c(C)n1CC	8	-11	-4	9	-8	-3.6	-1	-3	0
Cc1ccc2cc(-c3noc(C(C)(C)C)n3)c(=O)[nH]c2c1	-11	-89	-13	8	-29	3.1	1	-6	-7
CC1(c2cnc(Nc3ccccc3)s2)CCC(=O)O1 (configuration not stated)	.	.	.	-12	-1	-2.4	.	14	-6
Cc1ccc(C)c(Oc2nnnn2-c2ccccc2)c1	7	1	-1	1	-8	-2.9	-20	-6	2
CCCS(=O)(=O)n1nc(-c2ccc(Br)cc2)cc1N	5	-2	-1	1	-11	-3.6	29	-11	0
Cc1ccc(SCCNS(=O)(=O)c2ccc(F)cc2)cc1	-2	-9	-3	5	1	-1.9	-17	-5	-4
CCCOC(=O)CC1C(=O)NCCN1Cc1ccccc1C (configuration not stated)	9	15	9	-9	.	2.2	-5	-13	-4
COc1ccc(C)cc1NC(=O)c1cnc2sccn2c1=O	-31	-153	-15	13	-4	-1.5	16	-1	-3
CN(C)c1nc(Oc2ccc(=O)n(-c3ccccc3)n2)nc(N2CCOCC2)n1	4	4	7	21	-1	-3.9	11	4	0
Cc1cc(C(=O)CSCc2nnc3n(CCC(C)C)c(=O)c4ccccc4n23)c(C)n1C	6	-2	-4	15	2	-3.1	6	0	1
Cc1nc2n(n1)C(c1ccccc1)C1=C(CC(c3ccco3)CC1=O)N2 (configuration not stated)	7	6	9	-22	-1	-1.5	3	-5	9
Cc1cccn2c(=O)c3cc(C(=O)N4CCN(c5ccccc5)CC4)n(C)c3nc12	-4	-32	-14	32	-14	-0.8	-6	-4	0
CCn1c(CSc2nnc3ccccn23)nc2cc(C(=O)O)ccc21	-3	-14	7	-7	14	-3.1	2	-13	138*
O=C(c1ccccc1)C(CCC(CN1CCOCC1)C(=O)c1ccccc1)CN1CCOCC1 (configuration not stated)	3	-30	10	-17	7	2.5	3	1	-3
O=C(NCCN1CCOCC1)c1ccc(Cl)c(S(=O)(=O)N2CCCCCC2)c1	4	14	10	11	7	1.0	5	-2	.
CC/C(=C\C(=O)c1ccncc1)Nc1ccc(O)cc1	19	-5	2	7	19	-2.3	0	-1	5
CCn1c(CNc2ccc(F)cc2)nnc1SCC(=O)N1CCCc2ccccc21	8	13	9	-18	-1	0.9	2	-13	3
Cc1cc(C)cc(-n2nnc(C(=O)NCc3ccccc3)c2N)c1	2	3	9	-11	-2	-3.1	-1	-15	-4
CCc1nnc(NC(=O)CSc2nnc(-c3cccnc3)n2CCc2ccccc2)s1	6	1	-2	10	6	-0.8	8	21	-5
CCOCCn1c(CN2CCN(CCO)CC2)nc2c1c(=O)n(C)c(=O)n2C	3	-29	-1	2	12	-1.2	1	-4	-4
Cn1c(=O)[nH]c(=O)c2c1nc(NC1CCCCC1)n2Cc1ccccc1	-2	3	9	-1	16	-0.1	1	4	-3
O=C(Nc1ccc(S(=O)(=O)NCCc2ccccc2)cc1)c1ccco1	-1	-12	-14	7	-2	-3.3	13	-19	-5
O=C(CN(c1ccc(Cl)c(C(F)(F)F)c1)S(=O)(=O)c1ccccc1)N1CCOCC1	1	-4	-10	13	10	1.7	12	-12	-2
